# TRHR ag – agonists of human TRH receptor; activation, % at 2 µM; TRHR cells, calcium flux fluo-8, FDSS agonist mode; AID 493084; hit rate 0.18% among 360,000; in the data active = activation above about 30%; note: 0% is about no effect
# Target sequence (P34981 whole entry, looked up): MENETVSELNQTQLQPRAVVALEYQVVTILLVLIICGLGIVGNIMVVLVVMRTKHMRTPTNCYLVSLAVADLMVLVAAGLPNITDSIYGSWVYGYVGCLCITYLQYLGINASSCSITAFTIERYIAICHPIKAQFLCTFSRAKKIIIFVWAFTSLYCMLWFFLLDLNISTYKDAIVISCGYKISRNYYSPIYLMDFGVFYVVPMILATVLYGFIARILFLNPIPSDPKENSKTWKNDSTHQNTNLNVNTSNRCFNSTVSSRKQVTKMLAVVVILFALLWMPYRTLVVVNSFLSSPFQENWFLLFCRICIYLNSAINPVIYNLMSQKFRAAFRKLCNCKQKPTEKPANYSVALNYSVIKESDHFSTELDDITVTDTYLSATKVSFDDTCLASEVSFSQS
#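 TRHR-expressing cells, plated overnight in medium with 10% serum, were loaded with fluo-8 calcium dye at room temperature. After a 10 s baseline, library compound was pin-added and calcium release was recorded kinetically (ex 480/em 530) as agonist response.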
# D2 antagonist – antagonists of human D2 dopamine receptor | AID 485344 | HEK293 TREx D2 cells, calcium flux, dopamine EC80 | inhibition, % at 10 µM | hit rate 2% among 340,000 | P14416; in the data active = inhibition above about 30%; note: 0% is about no effect
# Target sequence (P14416 whole entry, looked up): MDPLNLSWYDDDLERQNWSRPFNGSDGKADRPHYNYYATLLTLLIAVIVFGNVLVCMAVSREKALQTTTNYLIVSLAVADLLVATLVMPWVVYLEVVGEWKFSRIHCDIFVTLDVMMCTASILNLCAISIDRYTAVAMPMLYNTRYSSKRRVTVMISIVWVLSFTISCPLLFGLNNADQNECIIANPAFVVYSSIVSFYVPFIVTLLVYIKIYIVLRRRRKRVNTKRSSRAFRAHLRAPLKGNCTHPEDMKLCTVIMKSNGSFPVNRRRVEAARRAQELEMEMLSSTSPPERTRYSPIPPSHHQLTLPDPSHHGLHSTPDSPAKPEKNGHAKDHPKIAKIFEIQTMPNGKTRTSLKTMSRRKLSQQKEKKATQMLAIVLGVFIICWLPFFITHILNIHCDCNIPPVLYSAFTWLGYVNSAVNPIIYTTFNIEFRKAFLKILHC
#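 Calcium mobilization kinetics were recorded at 1 s intervals in tetracycline-induced HEK293 T-REx D2 cells, first for 180 s after compound addition and then 180 s after EC80 dopamine.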
# TrxR1 substrate – substrates of rat thioredoxin reductase 1; purified TrxR1 substrate turnover, NADPH consumption readout; Potency, µM (doses to about 114 µM), inactives show at the top dose activity change, negative = substrate turnover; hit rate 0.01% among 390,000; note: potency is the fitted concentration of half-maximal effect; % is set by controls: 0 for no effect and ±100 for the full control effect; nearly all actives have a fitted effect of over 50% in size
#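 Rat TrxR1, dispensed at 90 nM, was prereduced with 400 uM NADPH (final) for 5 min at ~22 deg C, then incubated with compound 15 min before 400 uM selenite. A first-read NADPH fluorescence drop versus no-compound background flagged substrates.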
# IDH1 R132H inh – human IDH1 R132H inhibition; Potency, µM (titrated, usually from 76.6 µM), for the others: top-dose activity change, negative = inhibition, actives largely listed as inhibitors; hit rate 0.093% among 390,000; IDH1-R132H enzyme, NADPH consumption, diaphorase/resazurin fluorescence; O75874; note: potency is the fitted concentration of half-maximal effect; % is set by controls: 0 for no effect and ±100 for the full control effect; nearly all actives have a fitted effect of over 65% in size
#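 IDH1-R132H (0.5 ug/mL) preincubated 30 min with compound, then NADPH (0.016 mM) and alpha-KG (2 mM) added; 80 min at RT, pH 7.5. Remaining NADPH coupled via diaphorase/resazurin to fluorescence (540/590 nm); concentration-response curves normalized to no-enzyme control.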
# D2 agonist – D2 dopamine receptor (human) agonism. hit rate 0.53% among 340,000. P14416. activation, % at 2 µM. HEK293 T-REx D2 cells, calcium flux agonist mode;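 active = activation over 3 SD above normal in the single-dose calcium agonist read, cut at about 30% in these data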; note: 0% is about no effect
#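 In this primary screen, compounds producing a positive calcium signal within 180 s of addition to tetracycline-induced, force-coupled HEK293 Trex D2 cells are flagged; cells are dye-loaded with a no-wash calcium kit beforehand.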
# Pin1 inh – blocks the human prolyl isomerase Pin1; Q13526; Pin1 FP peptide displacement, HiFluor488, 10 min; Potency, µM (titrated, usually from 115 µM), inactives show at the top dose activity, negative = inhibition, most hits filed as inhibitors; hit rate 0.009% among 390,000; AID 504891; active = well fitted inhibition curve with a large enough effect in the polarisation, with a control signal flat, not every such curve was filed as active; inconclusive = small, poorly fitted or top-dose-only effect, or effect the other way, or a change in a side signal; inactive = no such curve, though single readings can be large or run the other way; the % refers to the polarisation; note: potency is the fitted concentration of half-maximal effect; % is set by controls: 0 for no effect and ±100 for the full control effect
# Target sequence (Q13526 whole entry, looked up): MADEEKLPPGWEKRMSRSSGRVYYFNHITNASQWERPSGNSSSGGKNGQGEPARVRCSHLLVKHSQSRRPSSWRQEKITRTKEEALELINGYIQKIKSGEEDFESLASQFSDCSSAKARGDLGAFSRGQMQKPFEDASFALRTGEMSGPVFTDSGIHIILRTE
# TrxR1 inh – blocks rat thioredoxin reductase 1. hit rate 1% among 390,000. O89049. recombinant rTrxR1, NADPH fluorescence consumption, selenite substrate. Potency, µM (highest dose often 114 µM), for inactives: at the highest dose activity change, negative = inhibition, most hits filed as inhibitors. AID 588453; note: potency is the fitted concentration of half-maximal effect; % is set by controls: 0 for no effect and ±100 for the full control effect; nearly all actives have a fitted effect of over 65% in size
#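 Rat TrxR1 (90 nM in the dispensed reagent) was pre-reduced with 400 uM NADPH for 5 min at room temperature, then incubated with compound for 15 min. After 400 uM selenite was added, NADPH fluorescence (Ex 340/Em 450 nm) was followed for 8 min.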
# TRHR enhancer – TRH receptor (human) allosteric enhancement; AID 493056; hit rate 0.66% among 360,000; P34981; enhancement, % at 2 µM; TRHR cells, fluo-8 calcium fluorescence, EC20 TRH enhancement; in the data active = enhancement above about 30%; note: 0% is about no effect
#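 Enhancer read-out: after compound pinning and an initial kinetic agonist-mode read, an EC20 of TRH (10 nM final) was injected and fluo-8 calcium signal (Ex 480/Em 530) followed at 1 s/cycle for 100 cycles in TRHR-expressing cells.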
# USP1 inh – USP1/UAF1 (human) deubiquitinase inhibition; O94782; recombinant USP1/UAF1, Ub-Rhodamine cleavage fluorescence; Potency, µM (series often up to 57.1 µM), without a hit: at the highest dose activity change, negative = inhibition, hits mostly inhibitors; hit rate 0.23% among 390,000; AID 743255; note: potency is the fitted concentration of half-maximal effect; % is set by controls: 0 for no effect and ±100 for the full control effect; nearly all actives have a fitted effect of over 60% in size; inactives centre near -12
#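 Step one: compound is pinned into 1nM USP1/UAF1 in HEPES pH 7.8 buffer with TCEP. Step two: 15 min room-temperature incubation. Step three: Ub-Rho (150nM final) starts cleavage, tracked by fluorescence over six one-minute reads.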
# * hit, by the source's call; ? = inconclusive; nt = not tested or not shown; [ ] = another dose, or the depositor's remark. Unless noted, calls come from the whole dose curve; as a rule, active = well fitted inhibition curve with a large enough effect; inconclusive = small, poorly fitted or top-dose-only effect; inactive = no such curve, though single readings can be large or run the other way. This is a subset; count on the stated rates, not on these rows.
mol,TRHR ag,D2 antagonist,TrxR1 substrate,IDH1 R132H inh,D2 agonist,Pin1 inh,TrxR1 inh,TRHR enhancer,USP1 inh
O=C(NCCN1CCOCC1)C1CCC(CNS(=O)(=O)c2ccc(Cl)cc2)CC1 (configuration not stated),0.1,-1,-2%,2%,0.2,-3%,21%,-13,-10%
O=C(O)c1ccc(-n2cccn2)nc1,0.2,-3,-9%,-4%,0.7,5%,-13%,-2,-18%
Cc1ccc(-n2c(=S)sc3c(=O)n(-c4ccccc4F)c(SCC(=O)O)nc32)cc1C,-0.2,6,-10%,?,-0.2,-8%,9%,-1,-8%
O=C(O)C1=C[C@@H](c2ccc(Br)cc2)C[C@@H](OCc2ccc(CO)cc2)O1,-0.2,5,3%,-15%,0.2,7%,15%,-2,-24%
COc1ccc(CNC(=O)c2cc(COc3c(F)cccc3F)on2)cc1OC,0.0,0,-3%,-1%,0.8,-1%,3%,7,-12%
CC(C)OC(=O)CSc1nnc(-c2ccccn2)n1C,0.2,0,-3%,3%,1.9,?,4%,6,-1%
O=c1[nH]c(-c2ccccc2)nc(CN2CCCCC2)c1O,nt,nt,9%,7%,nt,-6%,-13%,nt,-2%
O=C(NC1CC(=O)N(c2cccc(F)c2)C1)C(=O)c1c[nH]c2ccccc12 (configuration not stated),2.0,8,2%,5%,0.8,-3%,1%,-7,-9%
CCC(=O)N1CCc2cc(S(=O)(=O)CCC(=O)NCc3cccs3)ccc21,nt,nt,-7%,1%,nt,0%,-9%,nt,-6%
CCCOc1ccc(OC(=O)c2c(-c3ccccc3Cl)noc2C)cc1,1.8,nt,-5%[57.1 µM],0%,0.2,?,6%[57.1 µM],0,-15%
OCCOCCOc1ccc(-c2nn[nH]n2)cc1,0.3,8,-2%,-13%,17,-2%,-1%,3,-18%
FC(F)(F)c1cc(-c2cccs2)nc(NCc2ccco2)n1,1.0,-5,-2%,-2%,-0.2,?,-25%,-2,-8%
O=C(COC(=O)CCC(=O)c1cccs1)Nc1ccccc1C(F)(F)F,nt,nt,-4%,-5%,nt,-4%,18%,nt,-11%
CC1=C(C#N)C(c2ccoc2)C(C(=O)OCc2ccccc2)=C(N)S1 (configuration not stated),0.4,-2,-1%,4%,0.7,2%,-1%,-5,-20%
COC(=O)C1=C(C(=O)OC)[C@@H]2N(C)c3ccccc3[C@@]23C[C@@H](C(=O)OC)N(C(=O)c2ccc(Br)cc2)C3=N1,-0.3,-13,-10%,-12%[38.3 µM],0.4,3%,5%,0,?
Cc1ccc(-n2c(O)cnc2Nc2nc(C)cc(C)n2)cc1,1.0,9,-3%,9%,-0.2,1%,1%,4,-10%
O=C1CN(C(=O)COC(=O)CCNS(=O)(=O)c2ccc(Cl)cc2)c2ccccc2N1,-0.7,1,-3%,26%,0.0,-1%,-4%,-8,-6%
COc1cc(Nc2cc(C)nc3nc(C)nn23)cc(OC)c1OC,0.0,-24,-3%[57.1 µM],13%,0.5,-1%,7%[57.1 µM],-3,-11%
Cc1nc(NC(=S)NC(=O)c2ccccc2)sc1C,1.4,-10,-7%,-9%,-0.3,1%,-12%,8,-4%
COc1ccc(NC2CC(=O)N(c3ccc(C(=O)O)cc3)C2=O)cc1 (configuration not stated),0.0,-13,24%,0%,-4.7,0%,-28%,-1,-15%
Cc1cccc(C(=O)N2CCc3cc(CNS(=O)(=O)c4ccc(Cl)s4)ccc32)c1,-0.2,nt,2%[57.1 µM],-10%,0.2,17%,17%[57.1 µM],3,-12%
COc1ccc(NC(=O)C(c2ccc(OC)cc2)N(C)C(=O)CNC(C)=O)cc1 (configuration not stated),0.0,38*,6%,9%,-0.3,-4%,16%,-4,-14%
O=S(=O)(c1ccccc1)c1nc(-c2ccco2)oc1NCc1cccnc1,-1.3,2,7%[57.1 µM],6%,-1.1,5%,?,4,3%
CN1c2ccsc2C(O)=C(C(=S)Nc2ccccc2)S1(=O)=O,-0.1,-22,-25%,-8%,0.1,-7%,?,10,-13%
O=C(Nc1cccc2cccnc12)c1ccc(-c2cccc(Cl)c2)o1,1.1,nt,46%[activator],1%,nt,22%,4%,0,-34%

# A second format for 5 compounds above.
# Each structure is followed by: TRHR ag	D2 antagonist	TrxR1 substrate	IDH1 R132H inh	D2 agonist	Pin1 inh	TrxR1 inh	TRHR enhancer	USP1 inh
O=C(O)c1ccc(-n2cccn2)nc1
    0.2	-3	-9%	-4%	0.7	5%	-13%	-2	-18%
Cc1ccc(-n2c(=S)sc3c(=O)n(-c4ccccc4F)c(SCC(=O)O)nc32)cc1C
    -0.2	6	-10%	?	-0.2	-8%	9%	-1	-8%
O=C(O)C1=C[C@@H](c2ccc(Br)cc2)C[C@@H](OCc2ccc(CO)cc2)O1
    -0.2	5	3%	-15%	0.2	7%	15%	-2	-24%
COc1ccc(CNC(=O)c2cc(COc3c(F)cccc3F)on2)cc1OC
    0.0	0	-3%	-1%	0.8	-1%	3%	7	-12%
CC(C)OC(=O)CSc1nnc(-c2ccccn2)n1C
    0.2	0	-3%	3%	1.9	?	4%	6	-1%

# The listing continues.
mol,TRHR ag,D2 antagonist,TrxR1 substrate,IDH1 R132H inh,D2 agonist,Pin1 inh,TrxR1 inh,TRHR enhancer,USP1 inh
CC(=O)C1CCC2C3CCC4CC(OC(=O)CCC(=O)O)CCC4(C)C3C(=O)CC12C (configuration not stated),nt,nt,5%[2.29 µM],5%,nt,13%,19%[57.1 µM],nt,-19%
N#Cc1ccc(CN2CCN(C(=O)C3CC(=O)N(c4ccccc4F)C3)CC2)cc1 (configuration not stated),nt,nt,-6%,0%,nt,-1%,-11%,nt,-8%
Cc1ccc2c(c1)N(C(C)C(=O)NCc1ccccn1)C(=O)CO2 (configuration not stated),0.6,9,4%,5%,0.0,-12%,6%,1,-8%
O=C(COc1ncnc2scc(-c3ccc(F)cc3)c12)NCc1ccco1,-1.0,nt,10%[57.1 µM],6%,nt,2%,21%[57.1 µM],-3,-19%
Cc1cc(C)n(C(=O)CNC(=O)c2ccccc2F)n1,0.4,0,6%,2%,0.4,-1%,26%,5,-18%
O=C1NC(=O)C2C1C(c1cccs1)NN2Cc1ccccc1 (configuration not stated),0.6,3,-2%,-5%,-0.3,2%,6%,5,-21%
CC(C)CNc1cc(NC2CCCCC2)c2c3c(onc13)-c1ccccc1C2=O,0.1,nt,-11%,-8%,0.7,9%,-27%,-1,-15%
CN1C(=O)N(C)C2(c3ccccc3)N(C(C)(C)C)C(=O)NC12c1ccccc1 (configuration not stated),0.1,0,7%,4%,3.0,0%,19%,-3,-8%
COc1ccccc1N1CCN(Cc2cc(=O)c(OCC#N)co2)CC1,1.1,-8,-4%,-5%,14,-4%,10%,0,-13%
O=C(NCc1cccnc1)c1csc2c1CCCC2,-0.3,-15,5%[57.1 µM],0%,0.1,-8%,-2%[57.1 µM],-5,-17%
O=C1NC(c2ccccc2)C(c2ccccc2)N1 (configuration not stated),nt,nt,13%[57.1 µM],6%,nt,9%,2%[11.4 µM],nt,-20%
COc1ccc(C2N(C(=O)c3ccccc3)CCN2C(=O)c2ccc(C)cc2)cc1 (configuration not stated),-0.5,1,14%,11%,0.1,3%,24%,-4,-1%
C/C(=N\NC(=O)c1c(C)nc2ccccn12)c1ccccc1F,0.3,31*,-6%,0%,-0.3,1%,-2%,-5,-16%
Cc1occc1C(=O)Nc1cccc([N+](=O)[O-])c1,0.4,5,-6%,4%,-0.4,-6%,-10%,4,-13%
COc1cc(-c2nc(-c3cccnc3)no2)cc(OC)c1OC,0.4,9,2%,3%,0.7,7%,10%,-3,-21%
CCc1nc(C)cn1S(=O)(=O)c1ccc(Br)cc1,-0.9,-13,2%,16%,-0.3,4%,18%,-1,-18%
O=C(CNCc1cccs1)Nc1ccc(S(=O)(=O)N2CCCCC2)cc1,-0.3,10,3%[57.1 µM],11%,1.6,-1%,8%[57.1 µM],-4,-12%
Cc1nc(-c2ccccc2)c(-c2ccccc2)[nH]1,0.1,9,21%[57.1 µM],-4%,-0.4,1%,-1%[57.1 µM],-2,-5%
COc1ccccc1-c1nn2c(=O)cc(C)nc2s1,-0.2,-2,14%,3%,2.0,2%,10%,1,-18%
O=C(N/N=C/c1ccc[nH]1)c1ccc(Cl)cc1,-0.7,15,-11%,-1%,-0.1,-2%,-12%,3,6%
COc1ccc(CN(CC2CCCO2)S(=O)(=O)c2ccc(C(=O)O)cc2)cc1OC (configuration not stated),0.0,25,5%,1%,0.6,-3%,2%,5,-13%
COC(=O)c1ccc2nc(C)cc(Nc3cccc(Cl)c3C)c2c1,-0.5,nt,-6%,1%,-2.1,-1%,-13%,10,-10%
O=C(O)c1ccccc1C(=O)Nc1ccc(Oc2ccc3ccccc3c2)cc1,1.4,-15,3%[57.1 µM],-11%,0.2,-7%,8%[57.1 µM],1,-27%
Cn1nccc1C(=O)OCC(=O)Nc1cccc(Cl)c1,0.2,3,-2%,2%,-1.3,-1%,0%,3,-13%
CN1CCN(Cc2nc(Cc3ccccc3)no2)CC1c1ccccc1 (configuration not stated),-0.2,-6,-8%[57.1 µM],2%,0.2,-6%,16%[57.1 µM],-4,-9%
CCOC(=O)c1sc2ccccc2c1S(=O)(=O)N1CCN(c2cc(C)ccc2C)CC1,0.4,nt,4%[57.1 µM],10%,0.1,9%,23%[57.1 µM],12,-10%

# Compound activity from PubChem.
